NPR2 activator: human GC-B receptor activators, primary screen, HEK293 GC-B cells, cGMP TR-FRET, EC30 CNP | 0% at EC30 CNP, 100% saturating CNP | activation, % at 10 µM | hit rate 0.11% among 370,000 | AID 1920062, 2024;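 active = activation at 10 µM reaching about 35% in either raw or pattern-adjusted values, limit read from the data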
Target sequence (P20594 whole entry, looked up): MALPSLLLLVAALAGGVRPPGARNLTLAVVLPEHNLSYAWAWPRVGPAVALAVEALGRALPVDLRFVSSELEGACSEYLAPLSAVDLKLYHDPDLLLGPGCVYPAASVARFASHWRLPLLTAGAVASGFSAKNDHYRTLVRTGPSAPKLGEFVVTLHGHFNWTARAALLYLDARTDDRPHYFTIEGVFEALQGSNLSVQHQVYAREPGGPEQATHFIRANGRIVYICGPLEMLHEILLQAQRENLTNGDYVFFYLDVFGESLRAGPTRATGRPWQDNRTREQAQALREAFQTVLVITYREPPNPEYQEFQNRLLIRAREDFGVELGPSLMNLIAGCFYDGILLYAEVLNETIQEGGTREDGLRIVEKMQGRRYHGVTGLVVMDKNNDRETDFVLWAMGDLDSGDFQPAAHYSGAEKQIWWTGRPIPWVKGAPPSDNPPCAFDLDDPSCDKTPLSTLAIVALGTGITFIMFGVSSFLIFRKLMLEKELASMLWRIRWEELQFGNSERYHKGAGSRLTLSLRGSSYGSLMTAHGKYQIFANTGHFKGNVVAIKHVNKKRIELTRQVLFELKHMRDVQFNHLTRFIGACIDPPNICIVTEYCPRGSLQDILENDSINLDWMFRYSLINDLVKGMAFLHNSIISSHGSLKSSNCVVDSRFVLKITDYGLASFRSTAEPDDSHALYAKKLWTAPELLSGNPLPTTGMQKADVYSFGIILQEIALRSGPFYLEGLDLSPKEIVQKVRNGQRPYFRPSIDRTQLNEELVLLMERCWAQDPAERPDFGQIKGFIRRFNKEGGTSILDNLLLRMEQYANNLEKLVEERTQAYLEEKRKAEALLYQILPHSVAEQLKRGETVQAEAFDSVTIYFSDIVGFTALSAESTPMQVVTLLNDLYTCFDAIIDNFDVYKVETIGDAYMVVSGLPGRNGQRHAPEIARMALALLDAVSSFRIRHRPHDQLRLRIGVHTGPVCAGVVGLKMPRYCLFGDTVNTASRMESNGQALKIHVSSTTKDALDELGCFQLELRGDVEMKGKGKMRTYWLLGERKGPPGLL
NPR1 activator: GC-A stimulated cGMP production enhancers – HEK293 GC-A cells, cGMP TR-FRET, EC30 ANP, primary screen. activation, % at 10 µM. Atrial natriuretic peptide receptor 1 (Homo sapiens), P16066. hit rate 0.14% among 370,000. 0% at EC30 ANP, 100% saturating ANP. AID 1671463, 2021; in the data active = activation above about 40%
MBD2 inh: inhibitors of MBD2 binding to methylated DNA, primary screen, biochemical, TR-FRET, DNA-binding domain, human | hit rate 0.31% among 370,000 | inhibition, % at 4.4 µM | MBD2 binding to methylated oligonucleotide | Methyl-CpG-binding domain protein 2 (Homo sapiens), Q9UBB5; in the data active = inhibition above about 13%
UHRF1 MBD2 ctr: UHRF1 methylated DNA binding inhibitors, primary screen, counter-screen for MBD2 inhibitor project, biochemical, TR-FRET, human UHRF1, single concentration. E3 ubiquitin-protein ligase UHRF1 (Homo sapiens), Q96T88. inhibition, % at 4.4 µM. hit rate 0.75% among 370,000. UHRF1 binding to methylated oligo; in the data active = inhibition above about 21%;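 also: UHRF1 SRA domain binding a hemimethylated CpG hairpin DNA probe; 0% = median of test compound wells and 100% = reference inhibitor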
HTRA1 inhibitor: HTRA1 serine protease inhibitors, primary screen, biochemical, fluorescence polarization, HTS | recombinant HTRA1, FP-rhodamine activity-based probe | inhibition, % at 5.96 µM | hit rate 0.5% among 340,000 | AID 504803, 2011; in the data active = inhibition above about 36%;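 also: 0% = enzyme with DMSO and 100% = wells lacking enzyme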
PRMT1 FP inh: PRMT1 methyltransferase inhibitors, primary screen, biochemical, fluorescence polarization; recombinant PRMT1, activity-based probe fluorescence polarization; inhibition, % at 2.79 µM; hit rate 1.3% among 370,000;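 active = inhibition above about 21% made by adding two undisclosed values, limit read from the data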
TCR-CD3 inh: inhibitors of human TCR-CD3 interaction, primary screen, biochemical, fluorescence, TAMRA-labeled TCR probe; AID 651800, 2012; inhibition, % at 9.4 µM; hit rate 0.37% among 360,000; in the data active = inhibition above about 19%;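 also: recombinant mutant TCR 2C K166C tagged with TAMRA read by polarization; 0% = receptor in buffer alone and 100% = receptor with positive control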
ABHD4 inh: ABHD4 inhibitors, primary screen, biochemical, fluorescence polarization, mouse. hit rate 0.54% among 370,000. purified mABHD4, FP-Rh probe fluorescence polarization. (Lyso)-N-acylphosphatidylethanolamine lipase (Mus musculus), Q8VD66. AID 720543, 2013. inhibition, % at 8.92 µM;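 active = inhibition exceeding the mean over every tested compound plus 3 SD, cut at about 30% in these data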;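 also: 0% = plate median of compound wells and 100% = S159A mutant with DMSO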
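Assay system: mABHD4 protein; medium: HEPES pH 7.0, NaCl, Pluronic buffer; dosing: 8.92 µM, single dose; schedule: 45 min + 60 min at 25 °C; signal: FP readout, ex 525 nm / em 598 nm; read-out: normalized percent inhibition of probe labeling; repeats: single replicate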
SIAE primary: human SIAE inhibitors, primary screen, biochemical, fluorescence polarization, FP-Rh probe, 1536-well HTS | Sialate O-acetylesterase (Homo sapiens), Q9HAT2 | SIAE FP-Rh probe binding | inhibition, % at 9.66 µM | hit rate 0.69% among 370,000;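 active = inhibition above a cutoff: mean of compounds within the control limits plus 3 SD of those, cut at about 17% in these data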;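 also: 0% = plate median of compound wells and 100% = probe without SIAE protein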
rCAG binder: binders of r(CAG) RNA repeats, primary screen, biochemical, fluorescence; r(CAG) RNA repeat, TO-PRO-1 dye displacement fluorescence; inhibition, % at 3 µM; hit rate 1.3% among 370,000; AID 651821, 2012;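 active = inhibition above the plate cutoff, the mean of all test compounds on that plate plus 3 SD, cut at about 35% in these data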;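 also: 0% = DMSO alone and 100% = 100 µM mitoxantrone as full dye displacement; higher means more dye released from RNA so lower well fluorescence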
* hit, by the source's call; . = not tested or not shown. An excerpt. The share of hits here may be higher or lower than overall.

Every second line gives: NPR2 activator, NPR1 activator, MBD2 inh, UHRF1 MBD2 ctr, HTRA1 inhibitor, PRMT1 FP inh, TCR-CD3 inh, ABHD4 inh, SIAE primary, rCAG binder
[1] CCOC(=O)[C@]12Cc3cc(Cl)ccc3[C@H]1N(Cc1ccccc1)C(=O)c1ccccc12
  -20, -15, 0, 2, -45, -1, 0, -13, -1, -2
[2] CN(C)C1=C(C#N)C(c2ccccc2)=NP(N(C)C)(N(C)C)=N1
  -2, 1, 4, -2, 0, -3, 7, 4, 2, -1
[3] CN1CCN(c2ccc([N+](=O)[O-])c(NCc3ccco3)c2)CC1
  -8, 0, -7, -17, -2, 0, -3, -5, 1, -7
[4] C=CCn1c(O)c(C(C)=NCc2ccc3c(c2)OCO3)c(=O)[nH]c1=O
  5, 6, 2, 0, -1, -3, 4, 3, 4, 0
[5] CN1C(=O)C(=Cc2ccccc2OCc2ccccc2Cl)C(=O)N(C)C1=O
  -7, 4, -1, -1, -27, 23*, 2, -8, -2, 1
[6] CCOC(=O)c1cccc([P+](=O)O)c1
  -2, 1, 5, 5, 13, 0, -8, 5, 4, -2
[7] C[N+]1(C)C2CCC1CC(OC(=O)c1c[nH]c3ccccc13)C2 (stereo not drawn)
  -2, 3, -2, -1, 4, -4, 9, 3, 9, 0
[8] COc1ccc(NP2(=O)OCC(C)(N)CO2)cc1 (stereo not drawn)
  -5, 0, 1, -1, 4, -2, 4, 3, 7, 1
[9] COc1ccc(-c2ccc3c(c2)CN(C(=O)NC2CCCCC2)Cc2cnnn2-3)cc1
  6, 5, 1, 1, ., 5, -9, -24, -11, 10
[10] O=C(C[N+]12CCC(CC1)C(OC(=O)c1ccccc1)C2)c1ccc([N+](=O)[O-])cc1 (stereo not drawn)
  -8, 2, 4, 2, 0, 3, -6, 7, 0, 0
[11] c1ccc2c(CN3CCN(C4CCCCC4)CC3)c[nH]c2c1
  -2, 2, 0, -4, -5, -2, -2, 3, 6, 2
[12] Cc1cccc(NC2=NCCCS2)c1C
  -2, 3, -1, -1, 7, -2, -4, 2, 1, -2
[13] CCc1ccc(/C=C(/C#N)C(N)=S)cc1
  -5, -4, 2, 0, -2, 30*, -2, 6, 1, 5
[14] CCN(CC)C(=O)c1ccc(NC(=O)c2sccc2-c2ccccc2)cc1
  5, 1, 0, 0, -8, -1, 8, 6, -5, -5
[15] COc1ccc(-n2c(-c3ccccc3Br)nc3ccccc3c2=O)cc1
  -3, -10, -8, -2, -13, 0, 4, 1, -4, -3
[16] C/C=C1\CN2[C@H]3C[C@@]45c6ccccc6N(C)[C@H]4[C@@H]2CC1C3[C@H]5O (stereo partly drawn)
  -11, 2, -3, 2, 3, 1, 5, -1, 1, 1
[17] CCNc1nc(NC(C)(C)C)nc(SC)n1
  -2, 7, 6, 1, 2, 4, -5, -10, 8, 0
[18] O=[N+]([O-])c1ccc(N2CCNCC2)c(Cl)c1
  0, 5, -7, -2, 1, 0, 5, 4, 6, 1
[19] COc1ccc(CNCCc2ccc(Cl)cc2)c(OC)c1OC
  -23, -33, 2, 1, 3, 5, -6, 7, -7, -3
[20] O=C1CN=C(c2ccccc2)c2ccccc2N1
  5, -2, -4, 0, -11, -7, -2, -2, 7, 6
[21] O=c1[nH]c(=O)n(Cc2ccco2)c(O)c1C=NC1CC1
  6, 2, 2, 1, 1, 3, 2, -12, 5, 4
[22] CNC(=O)Oc1ccc(N(C)C)cc1C(C)C
  3, 4, 1, -4, -3, 2, -2, 6, 3, 11
[23] CC1(C)CN=C(Nc2nc3ccccc3s2)S1
  1, 14, -3, -3, -8, -3, 8, -4, -2, 0
[24] CCOC(=O)[C@]12Cc3cc(OC)c(OC)cc3[C@H]1N(Cc1ccccc1)C(=O)c1ccccc12
  -16, -15, 5, 3, -9, -2, -6, -2, 4, -6
[25] COC(=O)C1=Nc2ccccc2/C1=C\c1c(O)n(C)c(=O)n(C)c1=O
  -1, 6, -2, -5, ., 6, 7, -1, -2, 3
[26] O=C(Oc1ccc([N+](=O)[O-])cc1)N1CCC(N2CCCCC2)CC1
  2, -8, -2, -1, 0, -4, -2, 1, 2, -2
[27] Oc1ccc2c3c1OC1c4oc5ccccc5c4C[C@@]4(O)[C@@H](C2)N(CC2CC2)CC[C@]314 (stereo partly drawn)
  -9, -9, -2, -2, -5, -1, 0, -2, 2, 2
[28] COc1ccc(C2CN(C)CC2C(=O)c2ccc(F)cc2)cc1Cl (stereo not drawn)
  -17, -14, -5, 3, -1, -4, 0, 9, -2, -7
[29] COC(=O)C1=C(c2cccc(Cl)c2)C[C@@H]2CC[C@H]1N2C(=O)NCC1CC1
  -5, -3, -4, 0, -5, -3, 2, -5, -8, -8
[30] CCOC(=O)CC[C@@H]1CC[C@]2(CCCN(Cc3cccnc3)C2)O1
  1, 2, -1, -3, ., 1, ., 2, 4, 1
[31] CCOC(=O)[C@]12Cc3cc(Cl)ccc3[C@H]1N(C)C(=O)c1ccccc12
  -14, -17, -2, 1, ., -4, -14, 0, -2, 0
[32] CC(=O)O[C@@]12CO[C@@H]1C[C@H](OC1OCC(O)C(O)C1O)[C@@]1(C)C(=O)[C@H](O)C3=C(C)[C@@H](OC(=O)[C@H](O)[C@@H](NC(=O)c4ccccc4)c4ccccc4)C[C@@](O)([C@@H](OC(=O)c4ccccc4)C12)C3(C)C (stereo partly drawn)
  -3, 2, 3, 0, -4, 5, 3, -1, -1, 6
[33] O=C1C2CCCN2C(c2cccnc2)N1c1ccc(Cl)c(Cl)c1 (stereo not drawn)
  ., ., 2, 0, 5, -2, 1, 2, 2, -5
[34] O=[N+]([O-])[N-][n+]1cnn(Cc2ccc(Cl)cc2)c1
  -3, 0, -1, -2, 8, -4, 2, 0, -4, 1
[35] CCCCCCC(=O)c1c(O)n(-c2ccccc2OC)c(=O)[nH]c1=O
  3, -2, 2, -2, -1, 1, 5, 9, 1, 4
[36] COC(=O)C1=C(c2cccc(OCc3ccccc3)c2)C[C@@H]2CC[C@H]1N2C(=O)NCCCOC(C)C
  6, -1, 3, 0, -5, -1, -2, 9, 0, -3
[37] O=C(Cn1c(=O)n(CC2CS2)c2ccccc21)N1CCCCC1 (stereo not drawn)
  -1, 1, -1, 0, 3, -2, 5, 0, 3, -2
[38] CC12C=CC(=O)C=C1CCC1C2C(O)CC2(C)C1CCC2(C)O (stereo not drawn)
  -4, 1, 2, 0, -1, 4, -8, 3, 0, 1
[39] CC(=O)N1CN2CN(C(C)=O)CC(C(=O)c3ccccc3)(C2)C1
  0, 1, 4, -1, 1, 0, 3, -5, -4, -1
[40] Nc1ccc2c(c1)oc1ccccc12
  0, 4, -1, -2, 6, -1, 0, 3, 4, 2

Reprinted from the part before: 2 entries, then new ones.
Every second line gives: NPR2 activator, NPR1 activator, MBD2 inh, UHRF1 MBD2 ctr, HTRA1 inhibitor, PRMT1 FP inh, TCR-CD3 inh, ABHD4 inh, SIAE primary, rCAG binder
[39] CC(=O)N1CN2CN(C(C)=O)CC(C(=O)c3ccccc3)(C2)C1
  0, 1, 4, -1, 1, 0, 3, -5, -4, -1
[40] Nc1ccc2c(c1)oc1ccccc12
  0, 4, -1, -2, 6, -1, 0, 3, 4, 2
[41] CCCCn1c(O)c(C=NCc2ccc3c(c2)OCO3)c(=O)[nH]c1=O
  1, 0, -3, 0, -4, 3, 0, -3, -5, -8
[42] COc1cc(C2SCC(=O)Nc3c2c(=O)[nH]n3C2CCCCCC2)cc(OC)c1OC (stereo not drawn)
  0, 0, 4, 2, -1, 3, 2, 2, 6, -4
[43] COc1ccc(CCn2c(O)c(C=Nc3ccc(NC(C)=O)cc3)c(=O)[nH]c2=O)cc1OC
  4, 0, -1, -2, ., -4, 3, 3, 2, -2
[44] CC[N+](C)(CC)CCCOC(=O)C(O)(c1ccccc1)C1CCCCC1 (stereo not drawn)
  5, 1, -5, 5, -2, -5, -5, 2, 3, -3
[45] CC1CCN(CC#CCOc2ccc(Cl)cc2)CC1
  0, 5, 3, 1, 4, 3, -14, 13, 1, -9
[46] COC(=O)C1=C(c2ccc(F)cc2OCc2ccccc2)C[C@@H]2CC[C@H]1N2C(=O)NCc1ccccc1
  -5, -4, 3, -3, -49, 1, 4, -26, -4, -3
[47] O=c1oc2ccccc2c(O)c1C(c1ccccn1)c1c(O)c2ccccc2oc1=O
  3, 0, 1, 8, 9, 4, 4, -4, -4, 21
[48] O=C(Cc1ccccc1)N1CCN(CC2CC=CCC2)CC1 (stereo not drawn)
  -3, 5, 6, 6, -1, 1, 4, 7, 5, -3
[49] CCC(c1nnnn1C1CCCC1)N1CCC2(CC1)C(=O)NCN2c1ccccc1 (stereo not drawn)
  2, -10, 2, 1, ., 0, -3, -5, 5, 3
[50] C[C@]12CC[C@H](O)CC1=CC[C@@H]1[C@@H]2CC[C@]2(C)C(=O)CC[C@@H]12
  4, 1, 2, 3, -5, 3, -4, 5, 1, -2
[51] Cc1ccc(Cn2nnnc2CN2CCC(n3nnc4cc(C(F)(F)F)ccc43)CC2)cc1
  -16, -23, -1, -2, -33, 1, 1, -18, -5, -2
[52] COc1ccc(CN2CCN(C(=O)COc3cccc(C)c3)CC2)c(OC)c1
  -4, -1, 0, 2, -4, -1, 8, 20, 1, -10
[53] CCn1c(O)c(/C=N/NC(=O)c2ccccc2)c(=O)[nH]c1=S
  3, 2, 1, 8, -2, -5, 17, 6, -3, 9
[54] Cc1ccc(CS(=O)(=O)Cc2ccc(C(=O)N3CCC4(CC3)OCCO4)o2)cc1
  -2, 2, -4, -2, 1, 1, 10, 6, -3, -4
[55] NP(=O)(OCCCc1ccccc1)c1ccccc1 (stereo not drawn)
  2, -2, 2, 0, -1, 0, -3, 10, -3, -3
[56] CCCNC(=O)N1C2CCC1CC(O)(c1cccnc1)C2 (stereo not drawn)
  -1, -4, -5, 1, -4, -1, 4, -7, 4, 2
